# HCV inh – HCV inhibition. Huh7.5.1 HCVcc-Cre infection, luciferase reporter, 44 h. Potency, µM (highest dose often 41.8 µM), for inactives: at the top dose activity change, negative = inhibition, hits mostly inhibitors. 3.4% of 340,000 active. AID 651820; note: potency is the fitted concentration of half-maximal effect; % is set by controls: 0 for no effect and ±100 for the full control effect
#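 Cells (1,000/well) were plated 4 h before compound, then infected with HCVcc-Cre virus (~0.5 moi). After 44 h further culture, infection was read as luciferase luminescence following a 15 min substrate incubation at room temperature.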
# Cycloheximide cs – counter-screen hit for Shiga toxin inhibitors, cycloheximide; 12% of 300,000 active; max response, %; cell reporter, cycloheximide protein synthesis inhibition counterscreen; in the data active = max response mostly above about 13%, no sharp cut-off; inactive = mostly below about 14%; note: read at 38.3 µM for the half of the compounds with a filed dose; 0% is about no effect
# FBPA Giardia inh – inhibitors of Giardia lamblia fructose-1,6-bisphosphate aldolase | purified Giardia FBPA | Potency, µM (doses to about 59.6 µM), inactives show at the top dose activity, negative = inhibition, usual class: inhibitors | 0.71% of 290,000 active | A8B2U2; note: potency is the fitted concentration of half-maximal effect; % is set by controls: 0 for no effect and ±100 for the full control effect; nearly all actives have a fitted effect of over 55% in size
# Target sequence (A8B2U2 whole entry, looked up): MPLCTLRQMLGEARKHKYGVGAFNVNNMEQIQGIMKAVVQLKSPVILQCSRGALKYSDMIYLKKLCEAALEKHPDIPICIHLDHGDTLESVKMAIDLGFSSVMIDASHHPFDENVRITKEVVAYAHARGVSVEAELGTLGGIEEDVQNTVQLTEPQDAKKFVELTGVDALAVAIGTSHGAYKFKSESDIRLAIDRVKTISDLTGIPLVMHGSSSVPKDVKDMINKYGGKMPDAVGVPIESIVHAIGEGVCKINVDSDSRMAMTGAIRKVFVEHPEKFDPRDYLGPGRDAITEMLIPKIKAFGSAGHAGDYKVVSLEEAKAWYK
#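 40 nM FBPA preincubated 10 min at RT with compound (up to 57.5 uM final), then substrate plus GAPDH/TPI/NAD/arsenate coupling and diaphorase/resazurin added. Fluorescence read after 20 min at RT, 525/598 nm.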
# Pf growth 48h – P. falciparum growth inhibition at 48 hours (one generation) | 5.9% of 310,000 active | P. falciparum luciferase growth in erythrocytes, 48 h | Potency, µM (titrated, usually from 28.7 µM), for inactives: top-dose activity change, negative = inhibition, most hits filed as inhibitors; note: potency is the fitted concentration of half-maximal effect; % is set by controls: 0 for no effect and ±100 for the full control effect
#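 Here the parasites carry a stable luciferase gene and grow inside erythrocytes in Albumax-based RPMI medium with compound for one erythrocytic cycle. Activity is scored as loss of luminescent signal.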
# Shiga inhibitor – blocks Shiga toxin action in Vero cells. inhibition, % at 38.7 µM. 9.2% of 290,000 active. Vero cells, Shiga toxin protein synthesis inhibition reporter. AID 2315; in the data active = inhibition mostly above about 28%, no sharp cut-off; inactive = mostly below about 43%; note: 0% is about no effect
# Pf growth 96h – inhibits malaria parasite growth, 96 h; 6.9% of 320,000 active; Potency, µM (series often up to 28.7 µM), without a hit: at the highest dose activity change, negative = inhibition, most hits filed as inhibitors; P. falciparum luciferase reporter growth, 96 h; note: potency is the fitted concentration of half-maximal effect; % is set by controls: 0 for no effect and ±100 for the full control effect
#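 Plates of compound plus infected erythrocytes (2% hematocrit, 0.05% parasitemia final) incubate 96 hours, 37 C, 5% CO2. Detection reagent added; reduced luminescence from the parasites' luciferase reporter flags inhibition.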
# An asterisk follows results filed as active; i = inactive; ? = inconclusive; . = no result given; & = joins results of further samples; [ ] = another dose, or the depositor's remark. Unless noted, calls come from the whole dose curve; as a rule, active = well fitted curve in the direction sought with a large enough effect; inconclusive = small, poorly fitted or top-dose-only effect, or another doubt; inactive = no such curve, though single readings can be large; an effect the other way counts as inactive or inconclusive. Compounds as they come; 24% or so of the library scored in one or more.
Molecule,HCV inh,Cycloheximide cs,FBPA Giardia inh,Pf growth 48h,Shiga inhibitor,Pf growth 96h
Cc1cccc(Cn2cnc3c(NS(C)(=O)=O)c(C)c(C)cc32)c1,0%,-5,0%,?,-9,?
O=C(Nc1ccccc1Cl)c1ccc(-n2cccn2)c([N+](=O)[O-])c1,-21%,16,-21%,5%,42*,?
O=C(Cn1nc([N+](=O)[O-])nc1Br)NC(c1ccccc1)c1ccccc1,?,3,-6%,0%,-1,?
CC1CCCC(C)N1c1nnc(NC(=O)Cn2c(=O)oc3ccccc32)s1 (stereo not drawn),3%,-3,5%,-3%,5,?
Cc1cccc(N(C)S(=O)(=O)c2ccc3[nH]cc(C(=O)N4CCOCC4)c(=O)c3c2)c1,13%,3,-3%,-27%,2,?
CCOc1ccccc1N(CC(=O)Nc1ccc(OC)cc1OC)S(=O)(=O)c1ccccc1,?,1,-16%,?,13,-14%
CCN(C(=O)COC(=O)c1c(C)noc1C)C1CCS(=O)(=O)C1 (stereo not drawn),-4%,-1,4%,?,-9,35%[activator]
O=C(CCc1ccccc1)NNC(=O)c1cccc(F)c1,10%,2,5%,31%[activator],-8,51%[activator]
Cc1ccccc1C(=O)Nc1ccc(-c2nc3ccc(C(=O)c4ccccc4)cc3[nH]2)cc1,11µM*,19,0%,8.3µM*,17,?
COc1ccc(Br)cc1CN1CCCC(C(=O)N2CCCCC2)C1 (stereo not drawn),-16%,-4,?,.,-13,?
Cc1c(CCOC(=O)c2cccc([N+](=O)[O-])c2)sc[n+]1CC(=O)c1ccccc1,-5%,-3,4%,?,23,21%
O=S(=O)(NCc1ccc(F)cc1)c1ccc(-c2cnc(C3CC3)o2)cc1,-17%,-1,.,16%,-5,?
COc1cc(/C=N/NC(N)=S)cc(Br)c1OCc1ccccc1F,8.9µM*,5,-6%,14%,9,23%
CCC(=O)Oc1ccc(C2NC(=O)c3ccccc3O2)cc1OC (stereo not drawn),19%,-5,-5%,-1%,16,?
O=C(c1ccc(F)cc1)N1CCN(c2ccc([N+](=O)[O-])c(N3CCCCC3)c2)CC1,?,-4,-1%,-9%,-13,?
COc1ccc(/C=N/N=C2/NC(=O)C(CC(=O)O)S2)cc1OCc1ccc(Cl)cc1Cl (stereo not drawn),24%,-4,-16%,8%,-3,-21%
CC(=O)CSc1nc2ccccc2o1,18%,27*,-2%,130%[activator],57*,-23%
C[C@@H](C(=O)Nc1ccc2ccccc2c1)[C@H]1C[C@]1(C)[C@H](NC(=O)OCc1ccccc1)c1ccccc1,?,19*,-16%&-9%,?,51*,10µM*
Cc1ccc(OCCOc2cccc(/C=N/NC(N)=O)c2)cc1,-1%,15*,-4%,60%[activator],57*,-1%
COc1ccc(CCN(C)C(=O)CNC(=O)c2ccc3c(c2)OCO3)cc1OC,10%,2,.,11%,-5,-26%
COc1ccc(S(=O)(=O)N(C)c2ccc(C(N)=O)cc2)cc1,15%,-4,-3%,20%,-10,.
CCOC(=O)c1ccc2nc(C)c3c(c2c1)OC(C)C3 (stereo not drawn),10µM*,4,6%,?,-7,7%
N/C(=N\OC(=O)CCc1ccccc1)c1ccccc1Cl,-4%,28*,1%,10%[5.75 µM],107*,?
O=C(NCc1cccs1)c1ccccc1C(=O)NCc1cccs1,16%,-1,0%,11%,-7,-18%
COc1ccc2nc(SCC(=O)NCC3CCCO3)c(C#N)cc2c1 (stereo not drawn),-17%,-3,-4%,0%,-3,2.1µM*
Cc1ccc(OCc2nnc(SCC(=O)Nc3sc(C)c(C)c3C#N)n2C)cc1,-18%,-6,-4%,-29%,-7,0%
CCCN(CCC)C(=O)NC1CC(=O)N(c2ccc(OC)cc2)C1 (stereo not drawn),-4%,2,7%,20%,-3,0%
CC1(C)Cc2nc3sc4c(=O)n(CC(=O)NCc5ccccc5)cnc4c3cc2CO1,?,5,2%,29%,15,0%
O=C1CSC(c2cccc([N+](=O)[O-])c2)N1c1ccccc1 (stereo not drawn),6%,-1,-1%,?,21,0%
COc1cc(NC(=O)NCC2CCN(Cc3ccccc3F)CC2)cc(OC)c1,-28%,-5,2%,-13%,20,32%[activator]
CCC(C)n1c(SCC(=O)Nc2ccccc2C(F)(F)F)nc2ccsc2c1=O (stereo not drawn),?,22,16%,-20%,11,?
CCN(CC)C(=O)COc1cc(C)c(Cl)c(C)c1,?,-2,-5%,?,-4,27%
COC(=O)C1(Cc2ccc(O)cc2)OC(=O)C(O)=C1c1ccc(O)cc1 (stereo not drawn),?,-6,-30%,?,-10,-12%
COc1cccc(CN(C(=O)c2cc3ccccc3oc2=O)C2CC2)c1,-18%,26*,3%,-27%,78*,.
C=CCN1C(=O)C2C(C(=O)NC3CCCC3)C3C=CC2(O3)C1C(=O)NC1CCCC1 (stereo not drawn),34%[activator],0,7%,13%,14,-1%
CCOC(=O)N1CCN(S(=O)(=O)c2cc([N+](=O)[O-])ccc2C)CC1,5%,-2,6%,13%,-8,131%[activator]

# Grouped by structure: the compounds so far containing a thiophene ring, fused or not
Molecule,HCV inh,Cycloheximide cs,FBPA Giardia inh,Pf growth 48h,Shiga inhibitor,Pf growth 96h
O=C(NCc1cccs1)c1ccccc1C(=O)NCc1cccs1,16%,-1,0%,11%,-7,-18%
Cc1ccc(OCc2nnc(SCC(=O)Nc3sc(C)c(C)c3C#N)n2C)cc1,-18%,-6,-4%,-29%,-7,0%
CC1(C)Cc2nc3sc4c(=O)n(CC(=O)NCc5ccccc5)cnc4c3cc2CO1,?,5,2%,29%,15,0%
CCC(C)n1c(SCC(=O)Nc2ccccc2C(F)(F)F)nc2ccsc2c1=O (stereo not drawn),?,22,16%,-20%,11,?

# (list continues)
Molecule,HCV inh,Cycloheximide cs,FBPA Giardia inh,Pf growth 48h,Shiga inhibitor,Pf growth 96h
O=C(COC(=O)c1cc(Cl)ccc1[N+](=O)[O-])Nc1cccc2ccccc12,-7%,1,-1%,-8%,6,?
CN(C)CC(C)(C)CNS(=O)(=O)c1cccc2nsnc12,9%,-6,-3%,3%,-14,-10%
CCn1c(-c2ccc[nH]c2=O)nc2ccccc21,6%,1,-9%,20%,-6,45%[activator]
CCC(C)NC(=O)CS(=O)Cc1nc(-c2ccccc2C)oc1C (stereo not drawn),-6%,-3,2%,.,-11,-6%
O=C(Cc1ccc(-n2cccc2)cc1)N1CCN(c2ccccc2F)CC1,1%,-1,3%,19%,1,12µM*
COc1ccc(NC(=O)C(Br)C(C)C)cc1 (stereo not drawn),-1%,10,2%,26%,4,26%
CCOC(=O)c1ccc(NC(=O)c2ccc3c(c2)OCO3)cc1,?,19*,0%,13%,28,.
CC(=O)Nc1ccc(NC(=O)Cn2c(=O)n(-c3ccc(F)cc3)c(=O)c3oc4ccccc4c32)cc1,5%,-4,3%,-10%,-7,-14%
O=C(NC1CCCCC1)C(c1cccs1)N(CC1CCCO1)C(=O)c1csnn1 (stereo not drawn),4%,3,4%,?,-7,-5%
COc1cccc(NC(=O)CSc2nnc(-c3ccc(C)cc3)o2)c1,-8%,28*,1%,.,45*,?
Cc1c(/C(O)=C2/C(=O)C(=O)N(Cc3cccnc3)C2c2cccs2)cnn1-c1ccccc1 (stereo not drawn),-24%,52*,30%,111%[activator],168*,.
CN(C)C=NC(=O)c1cn(-c2ccc(F)cc2)c(=O)c2ccccc12,8%,-3,7%,0%,-12,-7%

# Additional records follow:
Molecule	HCV inh	Cycloheximide cs	FBPA Giardia inh	Pf growth 48h	Shiga inhibitor	Pf growth 96h
COc1ccc(-c2csc(-c3cccs3)n2)c(OC)c1	?	34*	-6%	i	70*	439%[activator]
Cc1cccc(NC(=O)Cn2c(=O)n(C)c3ccccc32)c1	12%	-1	-4%	34%	16	-6%
CCCn1nc(-c2nnc(-c3ccc(C)c(C)c3)o2)c2ccccc2c1=O	23%	-2	7%	15%	1	32%[activator]
CCN(CCNC(=O)C1CCCN(S(=O)(=O)CC)C1)c1ccccc1 (stereo not drawn)	13%	0	-1%	-12%	16	?
CN(C)c1ccc(NC(=O)COC(=O)Cn2nnc3ccccc32)cc1	?	0	-1%	17%	-9	69%[activator]
COc1cc(C(=O)NCCCNc2ccc([N+](=O)[O-])cc2)cc(OC)c1OC	-19%	-3	3%	?	-6	?
O=C(O)/C=C/c1ccc(-c2cccc(C(F)(F)F)c2)o1	5%	16	?	-7%	37	10%
CC1C(c2ccccc2)=[N+]([O-])C2(CCCC2)N1O (stereo not drawn)	7%	-3	9%	19%	-13	?
CCN(CC(=O)Nc1cc(Cl)ccc1C)C(=O)CCS(=O)(=O)c1ccc(Cl)cc1	?	-1	.	2%	-3	-15%
O=C(NCCc1ccccc1)c1ccc(Cl)c(S(=O)(=O)N2CCOCC2)c1	?	24*	7%	?	31	10µM*
Cc1ccc(-n2c3c(cc(C(=O)NC4CCSC4=O)c2=O)C(=O)CCC3)cc1 (stereo not drawn)	14%	-3	-28%	5%	-14	-5%
Cc1cc(C)cc(N(CC(=O)NCC2CCCO2)S(=O)(=O)c2c(C)noc2C)c1 (stereo not drawn)	11%	1	0%	.	20	-11%
COc1ccc(-c2cc(C(=O)N(C)CC(=O)Nc3ccccc3Br)c3ccccc3n2)cc1OC	20µM*	.	.	8.3µM*	.	9.3µM*
CCC(Sc1nc(-c2ccccc2)c(C#N)c(=O)[nH]1)C(=O)Nc1cc(C)on1 (stereo not drawn)	-12%	-2	2%	-3%	-22	?
CCCCc1c(C)[nH]c2nc3ccccc3n2c1=O	-4%	8	-23%	-4%	13	114%[activator]
Cc1ccc(/C=C2\Sc3ccccc3C2=O)s1	-17%	14*	-2%	?	34*	-3%
CC1(c2ccc3noc(-c4ccc(F)cc4)c3c2)OCCO1	-2%	19*	-6%	.	72	?
COc1ccc(OC)c(C2CC(=O)N3CN(c4ccccc4F)CSC3=C2C#N)c1 (stereo not drawn)	11%	7	?	.	39	?
Nc1nonc1C(=O)N1CCCC1	14%	-1	0%	8%	12	223%[activator]
COc1cc(OC)c(OC)cc1/C=C1\C(=O)NC(=O)N(Cc2ccccc2)C1=O	10%	-2	-9%	2%	-9	?
Cc1ccc(Nc2n[nH]c(C)c2[N+](=O)[O-])c(C)c1	-5%	19	-4%	52%[activator]	44	39%[activator]
CCN(CC(=O)NCc1ccc(Cl)cc1)C(=O)CSc1cccc(C(F)(F)F)c1	?	.	.	0%	.	?
CC(=O)NC(C)C(=O)OCC(=O)Nc1ccc(Br)cc1 (stereo not drawn)	-3%	8	12%	.	37	?
O=C(NC12CC3CC(CC(C3)C1)C2)N1CCCC(CO)C1 (stereo not drawn)	10%	-3	0%	?	-9	.
CCOc1ccc(N/C(C)=C\C(=O)c2ccc3c(c2)OCCO3)cc1	-10%	50*	13%	?	86*	22%
O=C(Nc1ccc(OCc2ccccc2)cc1)Nc1cccnc1	?	16	-6%	-8%	21	3%
COc1ccc(CNC(=O)C[C@H]2C(=O)N(Cc3ccc(OC)cc3)C[C@@H]2Cc2ccccc2)cc1	?	1	-1%	?	-5	?
O=C(CNc1ccc(Cl)cc1)NNC(=S)NCc1ccccc1	12%	2	2%	-29%	3	33%

# Screens: PubChem BioAssay, National Center for Advancing Translational Sciences (NCATS)
